sdo1 growth: growth rescue of sdo1-depleted yeast, primary screen, S. cerevisiae, bone marrow failure model | z-score at 10 µM | S. cerevisiae sdo1-depleted JHY4D growth rescue, OD600 30 h; stronger effect = higher value; pdr5 snq2 efflux-pump mutant strain | hit rate 0.21% among 140,000;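 active = z-score above 3 at both the 24 hr and the 30 hr optical density reads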;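 also: z-score against mean and SD of all compound wells on the same plate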
Insulin prom inh: inhibitors of insulin promoter-driven GFP, primary screen, imaging, TRM-6 cells (human fetal islet line), eGFP reporter, cell count; reporter expression induced with tamoxifen; inhibition, % at 2 µM; hit rate 0.9% among 130,000;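 active = inhibition above the mean plus 3 SD, with well images judged a real hit on visual review, cut at about 60% in these data, passing the limit was not always enough; inconclusive = inhibition over the cutoff but images rejected on review; inactive = inhibition not above the cutoff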
sdo1 growth Rescue 24 h: also measured in sdo1 growth; calls as there; z-score; S. cerevisiae sdo1-depleted JHY4D growth rescue, OD600; measured here: growth rescue at 24 h;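 0 is the plate mean of compound wells and units are plate SD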
* marks the source's active call; other numbers are inactive results; ? = inconclusive; / = not tested or not shown; & = joins results of further samples. This is a subset, so the mix of outcomes need not match the whole.

Sample of the layout, six compounds:
SMILES | sdo1 growth | sdo1 growth Rescue 24 h | Insulin prom inh
Cc1ccc(C)c(C2(O)CC(C)N(C)CC2C)c1 (centres undefined) | 0.74 | 0.65 | /
CC(C)CCn1c(=O)c(C(=O)Nc2ccccc2S(N)(=O)=O)c(O)c2ccccc21 | -1.63 | 5.69 | -7.1
CCCCS(=O)(=O)N1CCN(C(=N)N[N+](=O)[O-])CC1 | / | / | 36.4
Cc1cccc(CSc2nc3c(cc2C#N)CN(C)CC3)c1 | 0.05 | 0.29 | -8.7
O=c1[nH]c(=O)n(Cc2ccccc2)c(O)c1C=NCCCO | 0.22 | -0.39 | 30.8
O=C(c1ccco1)c1cn(Cc2ccccc2)c2ccccc12 | -2.24 | -1.77 | -6.5

The list itself (from the top)
SMILES | sdo1 growth | sdo1 growth Rescue 24 h | Insulin prom inh
Cc1ccc(C)c(C2(O)CC(C)N(C)CC2C)c1 (centres undefined) | 0.74 | 0.65 | /
CC(C)CCn1c(=O)c(C(=O)Nc2ccccc2S(N)(=O)=O)c(O)c2ccccc21 | -1.63 | 5.69 | -7.1
CCCCS(=O)(=O)N1CCN(C(=N)N[N+](=O)[O-])CC1 | / | / | 36.4
Cc1cccc(CSc2nc3c(cc2C#N)CN(C)CC3)c1 | 0.05 | 0.29 | -8.7
O=c1[nH]c(=O)n(Cc2ccccc2)c(O)c1C=NCCCO | 0.22 | -0.39 | 30.8
O=C(c1ccco1)c1cn(Cc2ccccc2)c2ccccc12 | -2.24 | -1.77 | -6.5
CN1CCN(CC(=O)Nc2ccc(Cl)cc2C(=O)c2ccccc2)CC1 | -0.74 | -1.42 | -9.5
ON1C2CCCCC2N(O)C1c1ccccc1 (centres undefined) | -0.57 | -0.47 | /
CN1C(=O)C(Cc2c[nH]c3ccccc23)C(=O)N(C)C1=O | 0.41 | 0.38 | 35.5
COc1ccc(OCC(=O)N2CCN(Cc3c[nH]c4ccccc34)CC2)cc1 | 0.87 | -0.35 | -35.7
CCc1ccc(-c2nn(Cc3ccccc3)cc2C=O)cc1 | / | / | 38.1
COc1ccc(CCn2c(O)c(C=NC3CC3)c(=O)[nH]c2=O)cc1OC | -0.93 | -1.34 | 46.1
COC(=O)C(O)(c1c(C)[nH]c2ccccc12)C(F)(F)F (centres undefined) | 1.31 | 1.05 | 28.6
OC12Oc3ccccc3C=C1N1CCC2CC1 (centres undefined) | 0.18 | -0.21 | /
CN1CCN(C(=O)OC2c3nccnc3C(=O)N2c2ccc(Cl)cn2)CC1 (centres undefined) | 0.17 | 0.04 | 0.0
CCn1cc(C(=O)c2cccs2)c2ccccc21 | 0.28 | 0.53 | 64.3
CCC[N+]12CCC(CC1)C(=C(c1ccccc1)c1ccccc1)C2 | -0.07 | -0.68 | 6.7
CC1CCCC(C2(O)C(=O)Nc3ccccc32)C1=O (centres undefined) | -1.26 | -1.42 | -3.6
CCOC(=O)C1=C(N)Oc2cc(C)oc(=O)c2C12C(=O)N1c3c(cccc32)C(C)CC1(C)C (centres undefined) | -0.18 | -0.04 | 44.7
CCC(=O)c1cc(F)c(N2CCN(CC)CC2)cc1C | 0.22 | -0.48 | 21.7
COC(=O)[C@@H]1[C@@H](C(=O)OC)C2(c3ccccc3-c3ccccc32)N(c2ccc(Cl)cc2)N1C#N | -1.33 | -0.89 | 37.5
O=C(NCCN1CCOCC1)c1ccc(Cl)nc1Cl | / | / | 20.0
CCN1/C(=C\C=C\C2=[N+](CC)c3ccccc3C2(C)C)C(C)(C)c2ccccc21 | -2.16 | -2.21 | -257.1
c1ccc2c(CN3CCCCCC3)c[nH]c2c1 | / | / | -8.3
C[C@@H]1O[C@@H](O[C@H]2C[C@@H](O)[C@]3(CO)[C@H]4[C@H](O)C[C@]5(C)[C@@H](C6=CC(=O)OC6)CC[C@]5(O)[C@@H]4CC[C@]3(O)C2)[C@H](O)[C@H](O)[C@H]1O | 0.01 | -0.32 | -354.6
SMILES | sdo1 growth | sdo1 growth Rescue 24 h | Insulin prom inh
O=P(NS(=O)(=O)c1ccc(Br)cc1)(Oc1ccccc1)Oc1ccccc1 | -0.1 | -0.39 | 57.1
CCN1CCN(S(=O)(=O)c2ccc(Cl)nc2)CC1 | 0.11 | -0.46 | 28.6
COc1ccc(OC)c([C@@H](O)[C@H](C)NC(C)(C)C)c1 | 0.14 | -0.08 | -9.1
CCCCC1C(=O)NC(=S)NC1=O | 0.33 | -0.38 | 36.7
CNC(C(=O)c1ccccc1)C(OC(C)C)c1ccc(Cl)cc1 (centres undefined) | -0.15 | 0.38 | -48.6
CCC(=O)Nc1ccc(N2CCN(CC)CC2)c(Cl)c1 | 0.46 | 0.13 | 13.9
O=c1[nH]c2ccccc2o1 | 0.81 | 0.5 | -27.3
C[C@@H]1C(=O)O[C@@H]2[C@H](O)C34[C@@H]5OC(=O)C3(O[C@H]3OC(=O)[C@H](O)C34[C@H](C(C)(C)C)[C@H]5O)[C@@]12O (some centres undefined) | 1.12 | 1.45 | 14.3
COP(=O)(CC(=O)O)c1ccccc1 (centres undefined) | 0.18 | -0.53 | 40.6
Cc1ccccc1N1C(=O)CC(=O)NC1=O | 0.27 | 0.24 | 21.6
CCOCCCn1c(N)c(C(=O)Nc2sc3c(c2C(=O)OC)CCCC3)c2nc3ccccc3nc21 | -0.31 | 1.08 | /
Cc1cc(N2CCCCC2)ccc1C=C1C(=O)N(C)C(=S)N(C)C1=O | -0.05 | -0.5 | -2.6
CCCNC(=O)c1c(N)n(Cc2ccc3c(c2)OCO3)c2nc3ccccc3nc12 | -0.14 | 1.16 | 48.7
Cc1nonc1OCCNc1ccc([N+](=O)[O-])c2cccnc12 | -1.07 | -1.54 | /
CCN1C(=O)C(=C/C=C/c2ccco2)C(=O)N(CC)C1=S | -0.97 | -1.1 | 29.0
Cn1ccnc1P(=S)(c1nccn1C)c1nccn1C | 0.67 | 1.09 | /
N#CCN1CCN(c2ccc(C(F)(F)F)cc2)CC1 | 0.35 | -0.85 | -8.3
O=C1NC(c2cccnc2)Nc2sc3c(c21)CCCC3 (centres undefined) | 2.5 | 1.56 | 31.2
O=C(Nc1ccc(Cl)cc1C(=O)c1ccccc1)c1ccco1 | -0.66 | -0.37 | 16.1
Cc1ccc(-n2c(O)c(C=NCCN(C)C)c(=O)[nH]c2=O)cc1 | 1.92 | 1.71 | -71.4
C[N+](C)(C)c1ccccc1 | / | / | -6.7
Cn1c(=O)cc(OCC(=O)N2CCN(C3CCCCC3)CC2)c2ccccc21 | 1.01 | 0.87 | /
CC12CN3CC(C)(CN(C1)C31CCSCC1)C2=O | 1.22 | 0.27 | /
Cc1ccc2cccc(OC(=O)N3CCCC3)c2n1 | 0.64 | 0.16 | 23.8
O=C1NC(=O)C(=Cc2ccccc2OCCOc2ccc([N+](=O)[O-])cc2)C(=O)N1 | / | / | -6.7
SMILES | sdo1 growth | sdo1 growth Rescue 24 h | Insulin prom inh
CC(=O)Nc1ccccc1C(=O)OCC(=O)c1cccc2ccccc12 | -0.54 | -0.31 | -28.6
CC(Cc1ccccc1)NC(=O)NC(C)Cc1ccccc1 (centres undefined) | -0.48 | -0.12 | 45.2
COc1ccc(-n2c(O)c(C=NCCCn3ccnc3)c(=O)[nH]c2=O)cc1 | 0.01 | 0.2 | -39.3
CCN(CC)c1ccc(CC2C(=O)N(C)C(=O)N(C)C2=O)cc1 | -0.96 | -1.39 | /
O=C(N/N=C/c1c(O)n(Cc2ccccc2)c(=O)[nH]c1=O)c1ccccc1O | 1.1 | 1.1 | 43.3
CCNC(=O)NC(=O)C(C)OC(=O)c1c(C)nn(Cc2ccccc2)c1Cl (centres undefined) | -0.68 | -0.99 | 10.0
Cn1c(=O)c2c(nc(N/N=C/c3c(O)n(-c4ccccc4)c(=S)[nH]c3=O)n2C)n(C)c1=O | 0.95 | 1.03 | -29.4
CCOC(=O)c1c(N)n(CCCOC(=O)c2ccco2)c2nc3ccccc3nc12 | 0.87 | 0.85 | /
COc1ccc(N2C(=O)NC(=O)/C(=C/c3ccc(N4CCOCC4)cc3)C2=O)cc1 | / | / | 0.0
Cc1nn(-c2ccccc2)c(Cl)c1C1C(C#N)=C(N)Oc2c1c(=O)oc1ccccc21 (centres undefined) | -1.1 | 1.92 | 7.1
Cc1nn(CCC#N)c2c1P(=S)(N1CCCC1)OC(c1ccc(F)cc1)=N2 (centres undefined) | -1.32 | -1.2 | /
CCOC(=O)C(O)(c1ccc(NC(=O)c2ccco2)c(OC)c1)C(F)(F)F (centres undefined) | -0.58 | -0.3 | 3.3
CCCCCP(=O)(O)c1ccccc1 | 0 | -0.48 | 3.0
CNC(=O)OCCc1nccn1C | 0.55 | 0.37 | 7.9
COc1cc(C(c2c(O)c3ccccc3oc2=O)c2c(C)n(C)n(-c3ccccc3)c2=O)ccc1O (centres undefined) | 0.67 | -0.61 | 14.8
O=c1c2ccccc2nc(-c2ccc(Cl)cc2Cl)n1-c1nccs1 | 10.1 | 2.8 | -40.0
Cc1ccc(S(=O)(=O)NC(CC(=O)N2CCC3(CC2)OCCO3)c2ccco2)cc1 (centres undefined) | 0.7 | 0.21 | /
CC(=O)O[C@@H]1[C@H]2CC[C@@H]3[C@]1(C[C@@H](OC(C)=O)[C@@]1(O)C([C@@H]4O[C@@H]4C1(C)C)[C@]3(C)O)C[C@@]2(C)O (some centres undefined) | 0.12 | 0.03 | 20.0
COc1ccc(C2(C#N)CCN(C)CC2)cc1 | 0.9 | -0.26 | 0.0
COCCOC(=O)C1=C(N)Oc2c(c(=O)oc3ccccc23)C1c1ccncc1 (centres undefined) | 0.38 | -0.21 | 46.7
CCCCOP(=O)(CN1CCOCC1)OCCCC | 0.68 | -0.16 | -10.8
CC(C)NS(=O)(=O)c1ccc(OCC(=O)N2CCN(C)CC2)cc1 | -0.08 | -0.76 | /
CN1CCC(n2nccc2N)CC1 | 1.14 | 1.34 | -15.2
CCOC(=O)c1sc(N=Nc2c(O)[nH]c(=O)[nH]c2=O)c(C(=O)OCC)c1C | 1.95 | 2.58 | 33.3
CCOC(=O)C(NC(=O)CCl)(Nc1ccc(C(O)(C(=O)OCC)C(F)(F)F)cc1)C(F)(F)F (centres undefined) | -0.29 | -0.57 | -40.0
SMILES | sdo1 growth | sdo1 growth Rescue 24 h | Insulin prom inh
CCCCOc1ccc(CC2C(=O)N(C)C(=O)N(C)C2=O)cc1 | 0.17 | 0.05 | /
CN1C(=O)C(=Cc2ccc(N(C)C)c([N+](=O)[O-])c2)C(=O)N(C)C1=O | / | / | 57.1
Cc1ccc2c(c1)C(c1ccccc1)NCC(=O)N2 (centres undefined) | 0.83 | 0.71 | -161.5
COc1cc(C2SCC(=O)Nc3c2c(C)nn3-c2ccccc2)cc(OC)c1OC (centres undefined) | -0.56 | -0.84 | /
COP(=O)(OC)C(Nc1ccccn1)c1ccccc1 (centres undefined) | 0.61 | 0.4 | 3.3
CCOC(=O)C1SC2(C(F)(F)F)CC1(O)c1c(C)cc(C)nc1O2 (centres undefined) | 0.12 | -0.23 | 50.0
CCOC(=O)N(c1ccccc1)P1(=S)OCCO1 | 0.03 | 0.36 | 33.3
O=c1cc(C(F)(F)F)c2cc3c4c(c2o1)CCCN4CCC3 | 0.11 | 1.21 | -164.4
Cc1ccc2c(c1)CC1(CN2C)C(=O)NC(=O)N(c2cc(C)ccc2C)C1=O (centres undefined) | 0.14 | 0.05 | 13.3
CCCOP(=O)(O)c1c([N+](=O)[O-])cc(C(F)(F)F)cc1[N+](=O)[O-] (tested in a mixture with another compound) | 0.06 | -0.53 | -26.7
OCC1(CO)COC(c2cccnc2)N1 (centres undefined) | -1.13 | -0.95 | 54.5
O=C1C2CCN(CC2)C1Cc1ccccc1O (centres undefined) | 2.77 | 1.7 | -12.2
CC1=CC(=C2C(=O)NC(=S)NC2=O)C=C(C(F)(F)F)N1C | 1.16 | 1.84 | -11.1
Cc1ccc(NP(=O)(Oc2ccccc2F)Oc2ccccc2F)cc1 | -1.56 | -1.01 | /
Cc1c(C=O)c2ccccc2n1Cc1ccc([N+](=O)[O-])cc1 | 0.46 | 1.2 | -8.8
O=C(NC(=C(Cl)Cl)P(=O)(c1ccccc1)c1ccccc1)c1ccccc1 | -0.01 | -0.31 | -18.5
CC1CN=C(NCCc2ccccc2)S1 (centres undefined) | / | / | 15.0
O=C1CC(=O)N(c2ccc3c(c2)OCO3)C(=O)N1 | -0.22 | 0 | /
Cc1cc(/C=C2\C(=O)NC(=S)N(C)C2=O)c(C)n1C1CCCCC1 | -0.34 | 0.12 | /
CCOC(=O)c1c(/N=C/c2c(O)n(-c3cccc(C)c3)c(=O)[nH]c2=O)sc2c1CCCC2 | -0.69 | -1.61 | /
Nc1nnc(CCN2CCCCC2)s1 | -0.31 | -1.02 | ?
O=P(O)(O)COc1ccccc1O | 0.08 | -0.48 | ?
CC(C)(C)c1cc([N+](=O)[O-])cc(C(C)(C)C)c1O | / | / | -61.5
C=CCN1C(=O)NC(=O)/C(=C/c2cccn2C)C1=O | 0.58 | -0.37 | -48.4
O=C(C(Cc1ccccc1)NS(=O)(=O)c1cccc2nsnc12)N1CCC2(CC1)OCCO2 (centres undefined) | 0.41&-0.52 | -0.43&-1.22 | /

5 entries from above, ordered by formula weight, falling:
SMILES | sdo1 growth | sdo1 growth Rescue 24 h | Insulin prom inh
CCOCCCn1c(N)c(C(=O)Nc2sc3c(c2C(=O)OC)CCCC3)c2nc3ccccc3nc21 | -0.31 | 1.08 | /
C[C@@H]1C(=O)O[C@@H]2[C@H](O)C34[C@@H]5OC(=O)C3(O[C@H]3OC(=O)[C@H](O)C34[C@H](C(C)(C)C)[C@H]5O)[C@@]12O (some centres undefined) | 1.12 | 1.45 | 14.3
CN1C(=O)C(=Cc2ccc(N(C)C)c([N+](=O)[O-])c2)C(=O)N(C)C1=O | / | / | 57.1
Cc1ccc(-n2c(O)c(C=NCCN(C)C)c(=O)[nH]c2=O)cc1 | 1.92 | 1.71 | -71.4
CCCCOP(=O)(CN1CCOCC1)OCCCC | 0.68 | -0.16 | -10.8

Bioassay records (PubChem)
